PG9 Ab binder – binders of HIV-1 gp120 antibody PG9, primary screen, biochemical, TR-FRET. HIV-1 gp120 / PG9 antibody interaction. TR-FRET gp120-PG9 antibody binding. inhibition, % at 6.7 µM. actives 0.43% (n = 360,000); in the data active = inhibition above about 8.5%
DAX1 inh-1 – DAX1 (NR0B1) inhibitors on StAR promoter, primary screen, cell-based, luminescence, SF-1 (NR5A1), full-length DAX-1 | actives 1.1% (n = 370,000) | HEK293T StAR-luciferase reporter, SF-1/DAX-1 repression relief | inhibition, % at 6.8 µM | AID 652010, 2013;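 active = inhibition above the mean over all tested compounds plus 3 SD, cut at about 3.6% in these data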;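 note: 0% = DAX-1 cells with DMSO and 100% = cells lacking DAX-1 with DMSO; higher inhibition means more luminescence from relief of DAX-1 repression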
sPLA2-III inh – human group III sPLA2 inhibitors, primary screen, biochemical, QFRET, BODIPY PC-A2 liposome substrate; inhibition, % at 12.2 µM; actives 0.56% (n = 370,000); QFRET BODIPY PC-A2 liposome hydrolysis, fluorescence;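 active = inhibition above mean plus 3 SD of compounds lying within the high and low control bounds, cut at about 19% in these data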;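 note: 0% = median of test compound wells and 100% = no enzyme DMSO wells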
Target sequence (Q9NZ20 whole entry, looked up): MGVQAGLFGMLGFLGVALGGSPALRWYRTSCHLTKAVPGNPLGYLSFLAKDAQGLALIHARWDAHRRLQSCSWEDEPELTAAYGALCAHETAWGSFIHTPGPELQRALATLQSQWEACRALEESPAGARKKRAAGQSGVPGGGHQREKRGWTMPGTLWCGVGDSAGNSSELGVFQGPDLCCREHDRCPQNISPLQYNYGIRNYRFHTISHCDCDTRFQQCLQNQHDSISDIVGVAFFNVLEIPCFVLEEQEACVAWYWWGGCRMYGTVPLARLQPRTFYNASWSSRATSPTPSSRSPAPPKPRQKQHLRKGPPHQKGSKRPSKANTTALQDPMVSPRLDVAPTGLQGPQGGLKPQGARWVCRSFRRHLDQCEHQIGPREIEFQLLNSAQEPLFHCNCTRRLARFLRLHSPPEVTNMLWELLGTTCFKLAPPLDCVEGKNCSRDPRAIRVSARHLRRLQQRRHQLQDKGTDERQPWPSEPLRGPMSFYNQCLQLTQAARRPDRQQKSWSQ
GAA850 FXN act – FXN promoter activators, primary screen, cell-based, luciferase luminescence, HEK293 lucGAA850; HEK293 lucGAA850 FXN promoter luciferase reporter, 24 h; percent of 10 µM SAHA response; actives 0.56% (n = 360,000); activation, % at 6 µM; AID 540364, 2011;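 active = activation above the average of all compounds screened plus 3 SD, cutoff fixed separately per campaign, cut at about 7.5% in these data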;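 note: 0% = DMSO wells and 100% = 10 µM SAHA wells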
PLC-beta3 inh – human PLC-beta3 inhibitors, primary screen, biochemical, fluorescence. 1-phosphatidylinositol 4,5-bisphosphate phosphodiesterase beta-3 (Homo sapiens), Q01970. Purified PLC-beta3, fluorogenic substrate. inhibition, % at 12.2 µM. actives 0.18% (n = 370,000); in the data active = inhibition above about 11%;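 note: 0% = median of compound wells on plate and 100% = full blocker control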
hgDAF12 agonist – H. glycines DAF-12 receptor agonists, primary screen, cell-based, luminescence, HEK293, GAL4 fusion, UAS-luciferase | Nuclear hormone receptor DAF-12 (Heterodera glycines), GAL4 fusion | HEK293 GAL4-hgDAF12 UAS-luciferase reporter, agonist luminescence; normalized to butyrate control | activation, % at 6.8 µM | actives 1.8% (n = 370,000) | AID 687014, 2013;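 active = activation above a cutoff set at the mean of all screened compounds plus 3 SD, cut at about 10% in these data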;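 note: 0% = DMSO wells and 100% = sodium butyrate wells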
hcDAF-12 act – H. contortus DAF-12 nuclear receptor activators, primary screen, cell-based, luminescence, HEK293, lit1-tk-luc reporter. HEK293 hcDAF-12 lit1-tk-luc reporter; 0% DMSO, 100% Δ7-dafachronic acid. activation, % at 6.8 µM. actives 1.4% (n = 370,000);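 active = activation above the mean of all tested compounds plus 3 SD, cut at about 5.5% in these data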;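 note: 100% = response to 3 µM Δ7-dafachronic acid high control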
DAX1 inh-2 – DAX1 (NR0B1) inhibitors, primary screen, cell-based, HEK293, Gal4-DAX1, luciferase luminescence. inhibition, % at 6.75 µM. AID 504766, 2011. HEK293 Gal4-DAX1 luciferase reporter. actives 0.99% (n = 340,000);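 active = inhibition above the mean over all tested compounds plus 3 SD, cut at about 4.2% in these data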;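 note: 0% = DAX1-transfected cells with DMSO and 100% = empty-vector control cells with DMSO; inhibition shows as a rise in luminescence from relieved DAX1 repression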
NR1D1 modulator – modulators of Rev-erb alpha DNA binding, primary screen, biochemical, FITC-DNA, fluorescence polarization, uHTS | activity, % at 10 µM | actives 0.79% (n = 370,000) | Rev-erbα–FITC-DNA binding, 90 min | Nuclear receptor subfamily 1 group D member 1 (Homo sapiens), P20393 | AID 1259318, 2017;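 active = activity above about 14%, limit read from the data; passing the limit was not always enough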;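 note: 0% = DMSO wells with 35 nM protein and 100% = DMSO wells with 750 nM protein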
Target sequence (P20393 whole entry, looked up): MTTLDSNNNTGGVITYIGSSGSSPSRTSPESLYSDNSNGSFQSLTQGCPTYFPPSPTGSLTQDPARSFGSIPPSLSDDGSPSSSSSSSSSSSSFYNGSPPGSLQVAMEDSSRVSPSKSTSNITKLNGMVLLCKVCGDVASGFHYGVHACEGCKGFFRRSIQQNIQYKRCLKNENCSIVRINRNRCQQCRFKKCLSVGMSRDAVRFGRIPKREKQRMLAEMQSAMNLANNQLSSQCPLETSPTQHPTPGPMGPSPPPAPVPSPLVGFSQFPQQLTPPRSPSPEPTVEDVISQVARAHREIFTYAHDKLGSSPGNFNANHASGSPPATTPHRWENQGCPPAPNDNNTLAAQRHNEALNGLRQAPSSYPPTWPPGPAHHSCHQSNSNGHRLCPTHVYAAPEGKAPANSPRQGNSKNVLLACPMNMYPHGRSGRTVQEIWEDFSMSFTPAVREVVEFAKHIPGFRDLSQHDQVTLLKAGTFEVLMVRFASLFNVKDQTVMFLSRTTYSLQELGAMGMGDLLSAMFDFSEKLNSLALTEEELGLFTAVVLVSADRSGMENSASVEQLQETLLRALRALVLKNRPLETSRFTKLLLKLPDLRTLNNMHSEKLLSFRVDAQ
SMARCA2 act – SMARCA2 (BRM) function activators, primary screen, cell-based, luminescence, high throughput; activation, % at 9.1 µM; actives 1% (n = 370,000); AID 652017, 2013; MG213 cells, MMTV-luciferase reporter, dexamethasone, overnight; in the data active = activation above about 7.8%;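 note: 0% = vehicle wells and 100% = reference activator wells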
ssDAF-12 act – S. stercoralis DAF-12 nuclear receptor activators, primary screen, cell-based, luminescence, HEK293, GRIP1 co-expression, lit1-tk-luc | AID 652126, 2013 | actives 1% (n = 370,000) | Nuclear hormone receptor DAF-12 (Strongyloides stercoralis) | activation, % at 6.8 µM | HEK293 ssDAF-12/GRIP1 lit1-tk-luc reporter; % of 3 µM dafachronic acid response;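 active = activation above the mean over all tested compounds plus 3 SD, cut at about 0.9% in these data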;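 note: 0% = DMSO-only wells and 100% = 3 µM delta7-dafachronic acid wells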
* hit, by the source's call; nt = not tested or not shown.

SMILES | PG9 Ab binder | DAX1 inh-1 | sPLA2-III inh | GAA850 FXN act | PLC-beta3 inh | hgDAF12 agonist | hcDAF-12 act | DAX1 inh-2 | NR1D1 modulator | SMARCA2 act | ssDAF-12 act
CCCCCCCC(=O)N[C@H]1CC[C@@]23CCCN2C(=O)CCC[C@H]3[C@H]1CCC | nt | nt | 4 | nt | 1 | 4.6 | -1.6 | nt | -9 | nt | -1.7
NC(=O)Cn1cc(/C=N\NS(=O)(=O)c2ccc(Cl)cc2)c2ccccc21 | -1.5 | -0.9 | -2 | 0.6 | -6 | 0.5 | -0.3 | 1.4 | -5 | 0 | -1.2
Cc1ccccc1CN(C)C[C@@H]1OCc2cnnn2CCCC(=O)N([C@H](C)CO)C[C@H]1C | 0.4 | -0.2 | 7 | 2.7 | 6 | 0.8 | 1.2 | 0.2 | 7 | -2 | -1.1
COc1cc(/C=N/Nc2nc(C)cc(C)n2)ccc1OC(=O)c1ccco1 | 2.0 | -0.2 | 14 | -0.6 | -2 | 0.5 | -0.3 | -0.5 | 15 | -4 | -1.0
O=C(COc1ccc(Br)cc1F)N1CCN(c2ncccn2)CC1 | 2.2 | 0.0 | -2 | 0.2 | -7 | 0.3 | -0.7 | 0.1 | 0 | -4 | -1.8
O=S(=O)(c1ccc(F)cc1)N1CN(Cc2ccco2)c2nc3ccccc3nc21 | 2.6 | 0.2 | -32 | 1.7 | -76 | 1.3 | 1.6 | 0.7 | -9 | 4 | -0.8
CC1(/[N+]([O-])=C/c2ccccc2F)CCCCC1=O (stereo not given) | -1.9 | -0.6 | 0 | 3.8 | -1 | -0.6 | 2.9 | 2.6 | -2 | 2 | -1.3
CCOC(=O)C1CCN(C(=O)C(C)Oc2ccc(C(=O)c3ccccc3)cc2)CC1 (stereo not given) | -0.8 | -0.9 | 3 | -1.0 | -6 | -1.2 | -1.8 | 0.1 | -1 | -4 | -1.1
COc1ccc(C(=O)NCCS(=O)(=O)NCc2cccnc2)cc1 | 1.6 | -0.3 | 9 | 2.1 | 0 | -0.2 | -1.0 | -0.3 | -3 | -3 | -0.4
CCC1C(=O)CC(c2ccccc2)NC1c1ccccc1 (stereo not given) | 1.5 | -0.5 | 4 | 2.0 | 3 | -2.1 | -0.1 | 0.7 | 0 | 1 | -0.6
C(=N\N1CCN(Cc2cccc3ccccc23)CC1)/c1cccnc1 | -0.9 | 0.6 | 7 | 0.1 | 3 | -2.1 | -1.5 | -0.5 | 0 | -3 | -1.4
S=C(NCCC(c1ccccc1)c1ccccc1)Nc1cccc(Cl)c1 | -0.2 | 0.3 | -20 | -1.1 | 2 | 2.1 | -0.5 | 2.0 | 2 | -1 | -0.6
CCCCCCCCN1C(=O)[C@H](CC(=O)N2CCN(C(=O)c3ccco3)CC2)C[C@@]2(C(=O)OCC)CCCC=C12 | 1.4 | 1.9 | -13 | nt | 1 | -0.8 | 0.2 | nt | 6 | 1 | -1.4
O=C1CCc2cc(S(=O)(=O)Nc3ccccc3)ccc2N1 | 2.0 | 2.1 | 6 | 0.8 | -2 | -0.8 | -0.2 | 0.4 | -1 | -2 | -1.2
O=C(CSc1nccn(-c2ccc(Br)cc2)c1=O)Nc1ccccc1F | -0.5 | -1.8 | -2 | 0.3 | -13 | 0.1 | -1.4 | -0.2 | 4 | -1 | -0.8
CCOC(=O)/C(C(=O)Nc1ccccc1Cl)=C1/NC(C)(C)Cc2ccccc21 | -1.9 | -0.1 | 12 | 1.7 | 2 | -0.3 | -0.4 | 1.6 | -3 | -1 | -1.6
Cc1ccc2nc3c(cc2c1)c(NC(=O)c1cccnc1)nn3C | -12 | 0.8 | -4 | -0.5 | -131 | 1.0 | 1.3 | 0.0 | -2 | 1 | -0.8
COc1ccccc1CC(=O)Nc1ccc(S(=O)(=O)N2CCOCC2)cc1 | -0.2 | 0.2 | 0 | 1.8 | -2 | 1.5 | 0.5 | -1.0 | -4 | 0 | -0.4
O=C(Nc1cccc2ccccc12)/C(=C\c1cccc([N+](=O)[O-])c1)NC(=O)c1cccs1 | -0.5 | -0.7 | 1 | -6.7 | -3 | 2.1 | -2.3 | -0.6 | 0 | 2 | -1.9
COc1ccc(S(=O)(=O)NC(CC(C)C)C(=O)NC(C)c2cccs2)cc1 (stereo not given) | -0.4 | 1.6 | 6 | -1.9 | -2 | -3.6 | -1.9 | 1.3 | -5 | -1 | -0.8
O=C(Nc1ccc(C(=O)O)cc1)/C(=C\c1ccc2c(c1)OCO2)NC(=O)c1ccccc1 | -1.6 | 0.2 | -4 | -1.4 | -1 | -2.1 | -0.8 | -0.3 | 0 | -1 | -1.4
CCOC(=O)C1(CCOc2ccccc2)CCN(Cc2ccc(O)c(OC)c2)CC1 | 0.9 | -0.4 | -22 | -3.5 | -3 | -0.8 | -2.5 | 1.2 | -1 | 1 | -1.4
CCOC(=O)N1CCN(C(=O)CSc2nnc(-c3cccs3)o2)CC1 | -0.6 | -0.3 | 2 | -0.5 | 0 | 3.3 | -0.3 | 3.0 | -1 | 0 | -1.0
CCOc1ccc(C(=O)Nc2cc(-c3nc4ccccc4[nH]3)ccc2Cl)cc1[N+](=O)[O-] | -0.5 | -1.8 | -18 | -2.3 | 4 | -3.7 | -4.7 | -2.0 | -8 | 2 | -1.2
O=C(O)c1ccc(Cl)cc1Nc1nc2cc(Cl)ccc2o1 | 0.8 | -0.1 | -18 | 0.2 | -67 | 2.8 | 3.9 | -0.1 | -13 | 2 | -0.1
Cc1c(/C=C/C(=O)c2ccc(Cl)s2)cnn1C | -1.5 | 0.6 | -1 | 3.0 | -65 | 2.1 | 0.8 | -0.1 | 3 | 0 | -1.0
O=C(CSc1nnc(-c2ccccc2)n1-c1ccc(Cl)cc1)Nc1ccc2cn[nH]c2c1 | nt | -1.2 | 1 | nt | 3 | -1.4 | -2.4 | nt | -1 | 5 | -1.6
CC1CCCCC1NC(=O)CN1C(=O)CSc2cc(S(=O)(=O)N3CCCCCC3)ccc21 (stereo not given) | -0.4 | -0.2 | 7 | 6.9 | 0 | -1.6 | -4.3 | 0.5 | 8 | -1 | -1.1
Cc1ccc(OCc2cc(C(=O)N(C)C3CCCc4ccccc43)no2)cc1C (stereo not given) | 1.4 | 0.8 | -18 | -0.1 | -4 | 11* | 5.8* | 2.2 | 0 | -1 | -0.5
CN(c1ccc(O)cc1)c1nc(O)c(C2=c3ccccc3=NC2=O)s1 | -1.8 | -0.3 | -6 | 2.7 | -2 | 1.5 | -0.9 | -2.4 | 0 | 5 | -0.9
Cc1ccc(C(=O)CN(CCCC(N)=O)S(=O)(=O)c2ccc([N+](=O)[O-])cc2)cc1 | -1.9 | 0.0 | -4 | 0.7 | 1 | -0.5 | -1.6 | 0.3 | -3 | 1 | -1.3
COC(=O)CSc1ccc(S(=O)(=O)N2CCOCC2)cc1[N+](=O)[O-] | -1.7 | 0.3 | -4 | 3.7 | -1 | -1.3 | -2.1 | -1.0 | 1 | 0 | -0.3
O=C(COC(=O)C1COc2ccccc2O1)NC(=O)NC1CCCCC1 (stereo not given) | 2.8 | -1.0 | 7 | 2.4 | 0 | -0.9 | -1.8 | 0.1 | -3 | 0 | -0.8
O=C(O)c1ccc(CNC(=O)c2ccc(S(=O)(=O)N3CCCC3)cc2)cc1 | -0.5 | 0.1 | 2 | 0.3 | 1 | -1.7 | -0.5 | 1.9 | -7 | -2 | -0.8
Cc1ccccc1C(=O)c1c[nH]c(C(N)=O)c1 | -0.1 | 0.5 | -1 | 1.6 | 1 | 0.3 | -1.5 | 1.5 | 1 | 2 | -1.0
CCP(=O)(CC)C(C)(C)CP(=O)(c1ccccc1)c1ccccc1 | -1.1 | -0.2 | 2 | 1.8 | 2 | 2.3 | -1.1 | 0.9 | -4 | -2 | -1.1

Structures listed so far that have a COOH group, in the order listed:
SMILES | PG9 Ab binder | DAX1 inh-1 | sPLA2-III inh | GAA850 FXN act | PLC-beta3 inh | hgDAF12 agonist | hcDAF-12 act | DAX1 inh-2 | NR1D1 modulator | SMARCA2 act | ssDAF-12 act
O=C(Nc1ccc(C(=O)O)cc1)/C(=C\c1ccc2c(c1)OCO2)NC(=O)c1ccccc1 | -1.6 | 0.2 | -4 | -1.4 | -1 | -2.1 | -0.8 | -0.3 | 0 | -1 | -1.4
O=C(O)c1ccc(Cl)cc1Nc1nc2cc(Cl)ccc2o1 | 0.8 | -0.1 | -18 | 0.2 | -67 | 2.8 | 3.9 | -0.1 | -13 | 2 | -0.1
O=C(O)c1ccc(CNC(=O)c2ccc(S(=O)(=O)N3CCCC3)cc2)cc1 | -0.5 | 0.1 | 2 | 0.3 | 1 | -1.7 | -0.5 | 1.9 | -7 | -2 | -0.8

Continued:
SMILES | PG9 Ab binder | DAX1 inh-1 | sPLA2-III inh | GAA850 FXN act | PLC-beta3 inh | hgDAF12 agonist | hcDAF-12 act | DAX1 inh-2 | NR1D1 modulator | SMARCA2 act | ssDAF-12 act
O=C(O)c1sc(C(=O)O)c(-c2ccccc2)c1-c1ccccc1 | 0.5 | 1.4 | 1 | -0.4 | -5 | -6.4 | -0.7 | 2.1 | -1 | -3 | -0.8
COc1cc(NC(C)=O)c2ncccc2c1[N+](=O)[O-] | -0.5 | -0.9 | -3 | -1.4 | 0 | -1.7 | -2.0 | -0.4 | -2 | 0 | -1.7
O=C(NNC(=O)C1CC1)c1cc2cc3ccccc3nc2s1 | -7.9 | 0.8 | -8 | 1.4 | -19 | 5.8 | 1.8 | 1.2 | 7 | -1 | -1.1
Cc1nc2nc(C)c(NS(=O)(=O)c3ccc4c(c3)CCCC4)c(=O)n2[nH]1 | -2.1 | 0.2 | -4 | -1.1 | -3 | -3.9 | 0.7 | -1.2 | 3 | 8.9* | -1.0
O=C(CN(CCN1CCOCC1)C(=O)Cn1nnc(-c2ccc(F)cc2)n1)NC1CCCCC1 | -0.2 | -0.6 | -9 | 1.2 | 1 | 2.7 | -0.2 | 0.1 | 5 | -1 | -1.3
COc1ccc(CN(C)C(=O)COC(=O)c2c(C)nn(-c3ccc(F)cc3)c2Cl)cc1 | 1.0 | -2.1 | -4 | 0.1 | -7 | -0.6 | -2.1 | -1.1 | -5 | -1 | -1.5
Fc1ccc2c(c1)C(c1ccncc1)=NNC(c1ccc(Cl)cc1)=N2 | 0.5 | 0.0 | 1 | -1.6 | 0 | 0.6 | 1.2 | 0.1 | -7 | -1 | -1.5

Compound activity (PubChem BioAssay)

Compounds were not picked by outcome; any-hit rate near 7%.
